Screens (PubChem BioAssay)
IL1B secr inh: inflammasome signaling inhibition, IL-1 beta readout; activity change, % at 57.5 µM; AID 743279; 360,000 tested, 4.7% active; THP-1 LPS/ATP IL-1B secretion, AlphaLISA, 16 h; stronger effect = lower value; in the data active = activity change below about -50%; inconclusive = mostly about -30% to -49%; note: % is set by controls: 0 for no effect and ±100 for the full control effect
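Secreted IL-1B measured by AlphaLISA bead assay after 16 h compound exposure of THP-1 cells; compounds (final up to 57.5 uM) added 1 h before LPS (250 ng/mL) and ATP (1.25 mM) stimulation; lower signal means less secretion.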
HepG2 viability: counter-screen for TGF-b inhibitors: cytotoxicity in HepG2 cells; HepG2 CAGA-GFP viability, ATP luminescence, 18 h; Potency, µM (top dose mostly 46.1 µM), for the others: at the top dose activity change, negative = cytotoxicity, usual class: cytotoxic; 410,000 tested, 0.76% active; AID 588856; note: potency is the fitted concentration of half-maximal effect; some results filed as inactive show a strong effect at the top dose
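CellTiter-Glo luminescence gave cytotoxicity after 18 hours at 37 degrees C. The cells were HepG2 CAGA-GFP in 1% FBS DMEM, stimulated with 500 pg/mL TGF-beta after compound addition. %Activity was normalised to no-cell wells (complete cell-killing) and DMSO (no toxicity), and curves were fitted and classified.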
TGFb inhibitor: blocks TGF-b signaling. HepG2 CAGA-GFP TGF-b/SMAD3 reporter, GFP fluorescence, 18 h; TGF-beta stimulated, 500 pg/mL final. Potency, µM (doses to about 46.1 µM), for the others: top-dose activity, negative = inhibition, most hits filed as inhibitors. 410,000 tested, 1.2% active. AID 588855; note: potency is the fitted concentration of half-maximal effect; % is set by controls: 0 for no effect and ±100 for the full control effect; nearly all actives have a fitted effect of over 65% in size
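HEPG2 CAGA-GFP, 1000 cells/well; 2 h settle, 37 C; cpd via pin tool; TGF-b 500 pg/mL final; 18 h, 37 C; GFP imaging ex488/em500-530; %Activity normalised to -TGF-b and +DMSO controls; CRC fit, curve class.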
ATXN2 expr inh: inhibitors of ATXN2 expression; 360,000 tested, 0.72% active; HEK-293 ATXN2-luciferase reporter, luminescence, 24 h; AID 1745845; Potency, µM (doses to about 57 µM), without a hit: at the top dose activity change, negative = inhibition, actives largely listed as inhibitors; note: potency is the fitted concentration of half-maximal effect; % is set by controls: 0 for no effect and ±100 for the full control effect; nearly all actives have a fitted effect of over 55% in size
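ATXN2-luciferase reporter cells (luciferase flanked by upstream and downstream ATXN2 gene portions) were treated 24 h at 37 °C with compounds at up to 57 uM. SteadyGlo luminescence gave expression; GF-AFC fluorescence gave viability.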
Nrf2 activator: activators of Nrf2 (ARE) signaling; AID 624171; Potency, µM (highest dose often 46.1 µM), inactives show top-dose activation, hits mostly activators; 410,000 tested, 0.31% active; AREc32 ARE-luciferase reporter (MCF7-derived line), luminescence, 24 h; note: potency is the fitted concentration of half-maximal effect; % of control where 0% means no effect; nearly all actives have a fitted effect of over 65% in size
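Reporter line AREc32 (ARE-Fluc), seeded overnight in OPTI-MEM with 5% FBS; compound pin-transferred, 24 hr at 37 deg C, 5% CO2; luminescent read-out.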
ATXN viability: viability counter-screen for ATXN expression inhibitors; S2 cells (HEK-293 line with an ATXN2-luciferase reporter) viability, CellTiter-Fluor protease fluorescence, 24 h; Potency, µM (series often up to 56.7 µM), usual class: cytotoxic; AID 651635; 400,000 tested, 0.49% active; note: potency is the fitted concentration of half-maximal effect; nearly all actives have a fitted effect of over 40% in size
MCF10A rerep: inducers of DNA re-replication in MCF 10A breast cells. MCF 10A DNA re-replication, Hoechst nuclear intensity, 48 h. Potency, µM (top dose mostly 46.1 µM), for inactives: at the top dose activity, positive = re-replication, most hits filed as activators. 350,000 tested, 2.9% active. AID 624296; note: potency is the fitted concentration of half-maximal effect; % of control where 0% means no effect; nearly all actives have a fitted effect of over 50% in size
Nrf2 inh: inhibitors of Nrf2 signaling; AID 504444; A549 ARE-Fluc reporter, luciferase luminescence, 18-24 h; 360,000 tested, 2.1% active; Potency, µM (highest dose often 46 µM), for the others: at the top dose activity change, negative = inhibition, usual class: inhibitors; note: potency is the fitted concentration of half-maximal effect; % is set by controls: 0 for no effect and ±100 for the full control effect; nearly all actives have a fitted effect of over 60% in size
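A549 ARE_Fluc cells, 5000/well, 5% FBS OPTI-MEM; compounds in dose-response, 18-24 h at 37 °C/5% CO2; CellTiter-Fluor viability read (Ex 405/Em 525), then BugLite luciferase luminescence = Nrf2 activity.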
A549 tox: counter-screen for Nrf2 inhibitors: cytotoxicity in A549 cells; A549 ARE-Fluc cells, CellTiter-Fluor viability, 18-24 h; Potency, µM (series often up to 46 µM), inactives show top-dose activity change, negative = cytotoxicity, most hits filed as inhibitors; 390,000 tested, 0.16% active; AID 504648; note: potency is the fitted concentration of half-maximal effect; % is set by controls: 0 for no effect and ±100 for the full control effect
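A549 ARE-Fluc cells in 5% FBS OPTI-MEM, 5000 cells/well, rested 2 h then exposed to compounds in concentration-response for 18-24 h at 37 °C. Viability by CellTiter-Fluor fluorescence (Ex 405/Em 525) after 30 min; luciferase luminescence (BugLite, 15 min, RT) read afterwards.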
Starred values were filed as active, the others as inactive; i = inactive; ? = inconclusive; / = not tested or not shown; & = joins results of further samples; [ ] = another dose, or the depositor's remark. Unless noted, calls come from the whole dose curve; as a rule, active = well fitted curve in the direction sought with a large enough effect; inconclusive = small, poorly fitted or top-dose-only effect, or another doubt; inactive = no such curve, though single readings can be large; an effect the other way counts as inactive or inconclusive. This is a random part of the collection; 8.8% or so of the library scored in one or more.

structure	IL1B secr inh	HepG2 viability	TGFb inhibitor	ATXN2 expr inh	Nrf2 activator	ATXN viability	MCF10A rerep	Nrf2 inh	A549 tox
O=C(NCc1ccc(F)cc1)c1cc(C2CCCCN2C(=O)c2ccccn2)on1 (stereo not given)	42	-8%	5%	-2%	0.4%	i	/	/	/
COC(C[C@@H]1O[C@@H]1[C@H](O)COCc1ccccc1)OC	17	-10%	14%	4%	-0.5%	i	?	2%	1%
CN(C)CCCN1C(=O)c2cccc3c(Br)ccc(c23)C1=O	-74*	-39%	?	?	0.4%	/	7.3µM*	?	0%
CC(=O)c1cccc(NC(=O)C2Cc3c(-c4cccc(F)c4)ccnc3O2)c1 (stereo not given)	0	6%	7%	-8%	2.4%	?	/	/	/
O=C(Nc1ccc(O)c(-c2nc3ccccc3o2)c1)C1(c2ccc(Cl)cc2)CCCC1	5	-1%	?	-5%	-0.7%	i	9%	11%	1%
O=C(Nc1cc([N+](=O)[O-])ccc1F)C1CC1	3	5%	-18%	-13%	0.4%	i	-2%	-14%	1%
O=C(Nc1nccs1)c1ccc(Br)cc1	11	-4%	-30%	27%	14%	i	-2%	?	-5%
Cc1ccc(NC(=O)Cc2nnc(SCC(=O)NC3CCCC3)n2C)cc1C	13	10%	9%	7%	-0.2%	i	-3%	4%	-1%
NCCNc1cc(N2CCCC2)ccc1[N+](=O)[O-]	29	-6%	-17%	-33%	-0.1%	?	-6%	-12%	?
Cc1cc(C)cc(CSCC(=O)N/N=C/c2ccc(OCC(=O)NCc3ccco3)cc2)c1	-20	-3%	-26%	-18%	3.7%	i	6%	15µM*	-15%
C[C@@H](C(=O)CC(=O)OC(C)(C)C)[C@@H](O)c1c(F)cccc1Cl	7	14%&-34%	8%&0%	8%	-0.2%	i	9%	24%&2%	0%&3%
C=CCN1CCN(C(=O)CCCc2ccccc2)CC1	14	-15%	15%	?	-1.7%	i	0%	?	5%
COc1ccc(/C=C/C(=O)N2CCC(C(N)=O)CC2)cc1S(=O)(=O)N1CCOCC1	14	-22%	-5%	-14%	0.5%	i	0%	-2%	-1%
CC(C)Oc1ccc(S(=O)(=O)N2CCOCC2)cc1NC(=O)C1CCC1	-2	6%	25%	-2%	-0.1%	i	-1%	4%	1%
CC(C)c1ccc(NC(=O)c2cc3c(=O)n(C)c4ccccc4c3n2C)cc1	-6	1%	18%	-9%	-0.4%	i	27%	?	-16%
CC1=C(C(=O)Nc2ccc(C)cc2C)C(c2ccccc2)n2ncc(C(=O)Nc3ccccc3)c2N1 (stereo not given)	/	-10%	-8%	-7%	0.2%	i	/	-15%	-5%
CC1CN(C(=O)c2cccc(S(=O)(=O)NCc3ccccc3)c2)CC(C)O1 (stereo not given)	13	-6%	-26%	/	-0.4%	i	-3%	-3%	0%
Cc1ccc2[nH]cc(C(c3ccccc3)c3ccc(Cl)s3)c2c1 (stereo not given)	/	11µM*	?	?	-2.8%	?	/	?	-3%
CCCCN(CCCC)CC(O)Cn1cc(/C=C/C(=O)c2ccccc2)c2ccccc21 (stereo not given)	/	-102%	?	?	9.8%	/	/	-4%	?
CCS(=O)(=O)c1nc2ccccc2n1CC(=O)Nc1ccccc1C(=O)OC	/	-40%	-4%	8%	0.2%	i	/	3%	-5%
COc1cc(CN2CCCC(N3CCN(c4ccccc4C)CC3)C2)ccc1O (stereo not given)	-6	-3%	8%	-8%	3.0%	i	?	10%	7%
CCN(C(=O)c1ccncc1)c1c(N)n(Cc2ccccc2)c(=O)[nH]c1=O	7	3%	17%	0%	-0.3%	i	-1%	11%	-3%
Cc1ccc(S(=O)(=O)N2CCC(C(=O)NCc3ccccc3CN3CCCC3)CC2)cc1	-9	-31%	-7%	-12%	-1.2%	i	?	-21%	-9%
CCN(CC(=O)NCc1cccs1)C(=O)c1ccc(S(=O)(=O)Nc2ccccc2F)cc1	-3	2%	-3%	7%	0.3%	i	-15%	5%	5%
CC(C)c1ccc(S(=O)(=O)N2CCN(C(=O)Cc3ccsc3)CC2)cc1	-1	-28%	0%	-15%	2.4%	i	8%	8%	12%
Cc1ccc(-c2cc(=O)[nH][nH]2)c(C)c1	15	5%	2%	-11%	-0.7%	i	-3%	0%	-8%
CCOC(=O)c1c(NC(=O)COC(=O)c2cnccn2)sc(C(=O)NC)c1C	15	15%	-21%	-4%	-0.1%	i	1%	6%	0%
COc1ccc(N2CCN(C(c3ccccc3)c3nnnn3C(C)C)CC2)cc1 (stereo not given)	/	1%	0%	/	/	/	/	-2%	-8%
Cc1csc(C(C#N)C(=O)c2ccc(S(=O)(=O)N3CCCC3)cc2)n1 (stereo not given)	30	-1%	7%	-1%	-0.4%	i	0%	3%	-21%
COC(=O)c1ccc(COc2ccccc2OC)o1	16	-7%	-1%	/	3.7%	/	-7%	3%	2%
COc1ccccc1OCC(=O)Nc1cc(NC(=O)COc2ccccc2OC)cc(C(=O)O)c1	18	36%	8%	16%	2.1%	i	0%	-9%	-12%
COCCNC(=O)c1cn(C)c2ccc(S(=O)(=O)N3CCCCC3)cc2c1=O	6	-64%	-24%	/	-0.3%	i	21%	2%	-5%
O=C(CCC(=O)N1CCN(c2ccc(O)cc2)CC1)c1cccs1	8	9%	1%	/	5.7%	?	29%	-15%	-1%
CCCC(=O)C1=C(O)C(C(=O)OC)C(C)(C)CC1=Nc1cccc([N+](=O)[O-])c1 (stereo not given)	-9	4%	-1%	/	4.1%	i	2%	?	11%
O=C1c2ccccc2C(Nc2ccc3c(c2)OCCO3)N1c1ccc(Cl)cn1 (stereo not given)	19	-22%	4%	0%	3.5%	?	0%	12%	?
CC1CCCCN1Cc1c(O)ccc2c(=O)c(-c3nc4ccccc4s3)c(N)oc12 (stereo not given)	-30	-25%	?	/	15%	i	?	30%	?
CC(=O)c1ccc(N2CCN(CC(=O)NCc3ccccc3)CC2)cc1	-5	1%	-1%	/	-0.2%	i	-2%	-12%	1%
Cc1nc(NC(=O)c2ccccc2)nc2cc3c(cc12)OCO3	0	-13%	?	9%	?	?	-5%	?	-3%
O=[N+]([O-])c1ccc(-n2cc(-c3ccccc3)nn2)cc1	-1	2%	6%	47%[activator]	0.0%	i	0%	9%	0%
COc1ccc(/C=C/C(=O)NCC(=O)N/N=C(/CCC(=O)O)c2ccccc2)cc1	22	0%	3%	-9%	-0.5%	i	-3%	3%	3%
Cc1cc2c(c(=O)n1Cc1cccnc1)C(c1cccs1)C(C#N)=C(N)O2 (stereo not given)	56	-19%	-19%	-5%	3.7%	i	-2%	9%	5%
CN(C)/C=C/c1c([N+](=O)[O-])c2ccc(O)cc2n1-c1ccccc1	-86*	-18%	?	0%	9.1%	?	?	-15%	-4%
COc1ccc(S(=O)(=O)Nc2nc3c(s2)C(=O)CC(C)(C)C3)cc1	13	-6%	-2%	-28%	-0.1%	i	17%	12%	8%
COc1ccc(C(=O)Nc2cccc(C(=O)NCc3ccco3)c2)cc1	-18	10%	-13%	-8%	3.2%	i	9%	-19%	-16%
COc1ccc(C(=O)n2nc(N)c3cc4ccc(C)cc4nc32)cc1OC	/	-20%	-7%	/	0.0%	/	/	-2%	2%
O=C(c1ccccc1NS(=O)(=O)c1ccccc1)N1CCCCCC1	-13	-5%	7%	-7%	-0.2%	i	-1%	1%	-3%
CCCC1=NN(C(=O)Cc2ccc(OC)cc2)C(O)(C(F)(F)F)C1 (stereo not given)	22	-4%	?	10%	-0.4%	?	8%	2%	1%
CN1CCN(Cc2cc(=O)oc3cc4c(cc23)CCC4)CC1	-1	-2%	-6%	-3%	-0.9%	i	6%	19%	?
Cc1ccccc1CN1c2ccccc2-c2nc(SCC(=O)c3ccc(Cl)cc3)ncc2S1(=O)=O	/	0%	2%	4%	-0.2%	i	/	?	2%
Clc1ccc(-c2nc3ccc(Cl)cn3c2Cc2ccsc2)cc1	10	-13%	?	106%[activator]	6.2%	i	/	/	/
O=C1c2ccccc2C(=O)N1OCc1c(F)cccc1Cl	-15	-7%	-9%	4%	2.1%	i	-2%	-8%	0%
COc1ccc([N+](=O)[O-])cc1NC(=O)CCN1CCN(c2ccccc2)CC1	23	13%	4%	2%	3.3%	i	-2%	-13%	-6%
Cc1cc(C)c(OCC(=O)NCC(C)(C)N2CCOCC2)c(C)c1	-15	0%	0%	14%	0.0%	i	?	2%	-3%
Cc1c(C(=O)N2CCC(C)CC2)c(S(=O)(=O)NCc2ccc(Cl)cc2)c(C)n1C	/	-28%	-31%	/	1.1%	/	/	/	-1%
NNC(=O)C1CC1c1ccc(Cl)cc1 (stereo not given)	-10	-1%	2%	-9%	-0.9%	i	2%	7%	1%
